tuberculosis growth – growth inhibition of non-replicating M. tuberculosis (AID 488890) | Mycobacterium tuberculosis non-replicating, growth inhibition; higher % means a stronger effect | inhibition, % at 25 µM, or IC50 in µM where a hit was titrated | actives 0.39% (n = 320,000); in the data active = a potency from the dose series; inconclusive = inhibition mostly from about 82% at the one dose, without a potency; inactive = the rest, 99 in 100 with inhibition below about 76%;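 note: plate controls were DMSO cells for no effect and high antibiotic wells for full effect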
H1N1 NS1A inhibition – H1N1 influenza NS1A inhibitors, functional cell based assay (AID 504329) | NS1A functional cell-based assay, percent inhibition; higher % means a stronger effect | one-dose inhibition, % at 12.5 µM; IC50 in µM for titrated hits | actives 0.3% (n = 340,000); in the data active = a potency from the dose series; inconclusive = inhibition above about 27% without an active follow-up result; note: strong numbers were not always called active
PhoP GFP inhibition – PhoP regulon inhibitors, Salmonella typhi PhoP promoter GFP reporter, confirmatory (AID 1850); Salmonella Typhi PhoP-promoter GFP reporter, fluorescence, 4 h; higher % means a stronger effect; inhibition, % at 50 µM, or IC50 in µM where a hit was titrated; actives 0.33% (n = 310,000); in the data active = a potency from the dose series; inconclusive = inhibition mostly from about 25% at the one dose, without a potency; inactive = the rest, 99 in 100 with inhibition below about 19%;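 note: 0% = induced wells with vehicle and 100% = uninduced wells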
VEEV TC-83 Vero – inhibitors of VEEV TC-83 cytopathic effect, confirmation, Vero cells (AID 588727); inhibition, % at 20 µM; hits with a dose series show IC50 in µM; actives 0.13% (n = 350,000); Vero cells, VEEV TC-83 cytopathic effect inhibition; higher % means a stronger effect; in the data active = a potency from the dose series; inconclusive = inhibition mostly from about 14% at the one dose, without a potency; inactive = the rest, 99 in 100 with inhibition below about 12%; note: strong numbers were not always called active
H37Rv inhibition – M. tuberculosis growth inhibition, HTS (AID 449762) | M. tuberculosis H37Rv growth inhibition, 7H9 media; higher % means a stronger effect | inhibition, % at 25 µM; hits with a dose series show IC50 in µM | actives 0.59% (n = 330,000); in the data active = a potency from the dose series; inconclusive = inhibition above about 70% without an active follow-up result;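 note: bacterial growth assessed after seven days of incubation; strong numbers were not always called active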
VEEV TC-83 Vero 10K pilot screen – second read-out of VEEV TC-83 Vero, no call of its own (marks repeat the call); inhibition, %; measured here: 10K pilot screen inhibition
* marks the source's active call; other numbers are inactive results; i = inactive; ? = inconclusive; / = not tested or not shown.

The opening four records, ahead of the listing:
SMILES	tuberculosis growth	H1N1 NS1A inhibition	PhoP GFP inhibition	VEEV TC-83 Vero	H37Rv inhibition	others
CCOC(=O)c1ccc(NC(=O)NCc2ccccn2)cc1	13%	-5%	-9%	8.9%	-2%
CC(C)(C)C1(O)CC(C(F)(F)F)=NN1C(=O)CCCc1ccccc1 (stereo not drawn)	3%	2%	-7%	0.7%	0%
Cc1cc(-c2csc(N)n2)c(C)n1Cc1ccco1	26%	10%	7%	1.1%	2%
COc1ccc(NC(=O)COC(=O)c2ccc(N3CCCC3=O)cc2)cc1	-11%	-4%	/	7.1%	-8%

The whole of this part, from the start:
SMILES	tuberculosis growth	H1N1 NS1A inhibition	PhoP GFP inhibition	VEEV TC-83 Vero	H37Rv inhibition	others
CCOC(=O)c1ccc(NC(=O)NCc2ccccn2)cc1	13%	-5%	-9%	8.9%	-2%
CC(C)(C)C1(O)CC(C(F)(F)F)=NN1C(=O)CCCc1ccccc1 (stereo not drawn)	3%	2%	-7%	0.7%	0%
Cc1cc(-c2csc(N)n2)c(C)n1Cc1ccco1	26%	10%	7%	1.1%	2%
COc1ccc(NC(=O)COC(=O)c2ccc(N3CCCC3=O)cc2)cc1	-11%	-4%	/	7.1%	-8%
CC1CCCN(S(=O)(=O)c2ccc(NC(=O)CN3C(=O)NC(C)(c4ccccc4)C3=O)cc2)C1 (stereo not drawn)	14%	4%	0%	8.5%	-3%
CCOc1ncccc1C(=O)OCc1ccc([N+](=O)[O-])cc1	/	-4%	5%	0.5%	0%
NC(=O)CCCn1c(C(=O)c2cc(Cl)c(N)c(Cl)c2)c2ccc(C(F)(F)F)cc2[n+]1[O-]	35%	12%	-4%	3.6%	6%
O=C(N/N=C/c1cccnc1)c1cc(-c2ccccc2)nc2ccccc12	9%	0%	0%	1.2%	10%
CCn1cc(C(=O)NCCCN2CC(C)CC(C)C2)c(=O)c2cc(S(=O)(=O)N(C)C3CCCCC3)ccc21 (stereo not drawn)	55%	4%	2%	i	14%
CC(C)c1nnc(NC(=O)CCC(=O)N2CCN(C3CCCCC3)CC2)s1	1%	-7%	-6%	0.3%	-4%
O=C(N/N=C/c1cn[nH]c1-c1ccccc1)c1ccco1	88%	5%	-23%	i	5%
Cc1c(NC(=O)CCN2C(=O)c3ccccc3C2=O)c(=O)n(-c2ccccc2)n1C	-7%	-2%	-3%	1.6%	-10%
CCCCNC(=S)NNC(=O)c1cc(-c2ccncc2)nc2ccccc12	-8%	-11%	-6%	8.0%	6%
COC(=O)c1scc(C)c1NC(=O)/C=C/C(=O)O	-12%	-17%	-1%	1.9%	0%
CCOC(=O)C1CCN(C(=O)COC(=O)CSc2ccc(C(N)=O)cc2[N+](=O)[O-])CC1	-6%	-3%	-7%	1.0%	-18%

Random excerpt: three records from the list.
SMILES	tuberculosis growth	H1N1 NS1A inhibition	PhoP GFP inhibition	VEEV TC-83 Vero	H37Rv inhibition	others
CCOc1ncccc1C(=O)OCc1ccc([N+](=O)[O-])cc1	/	-4%	5%	0.5%	0%
CC1CCCN(S(=O)(=O)c2ccc(NC(=O)CN3C(=O)NC(C)(c4ccccc4)C3=O)cc2)C1 (stereo not drawn)	14%	4%	0%	8.5%	-3%
CCOC(=O)C1CCN(C(=O)COC(=O)CSc2ccc(C(N)=O)cc2[N+](=O)[O-])CC1	-6%	-3%	-7%	1.0%	-18%

Continued.
SMILES	tuberculosis growth	H1N1 NS1A inhibition	PhoP GFP inhibition	VEEV TC-83 Vero	H37Rv inhibition	others
Cc1ccc2c(Cl)cc(Cl)c(OCC(=O)Nc3ccc(C)c(S(=O)(=O)N(C)C)c3)c2n1	?	/	-9%	/	-2%
NC(=O)C1CCCN(C(=O)c2cccc(S(=O)(=O)N(Cc3ccccc3)c3ccccc3)c2)C1 (stereo not drawn)	16%	-3%	/	6.4%	-12%
COc1ccc(NC(=O)CCNC(=O)c2ccc([N+](=O)[O-])cc2)cc1S(=O)(=O)N1CCCCC1	/	7%	/	0.3%	/
Cc1ccc(-c2nc(NCC3CCCO3)sc2C)cc1 (stereo not drawn)	18%	-2%	-1%	0.7%	-12%
COCCNc1nnc(SCC(=O)Nc2nnc(-c3ccccc3)o2)s1	10%	-10%	-2%	4.9%	-1%
O=C1/C(=C/c2cccs2)N=C(c2cccs2)N1Nc1ccccc1	0%	9%	-5%	11%	2%
O=C(NCc1ccccc1)c1cc(=O)[nH]c2ccccc12	-3%	-2%	-3%	0.4%	2%
NC(=O)c1ccc(NC(=O)CCc2nc3sc4c(c3c(=O)[nH]2)CCCC4)cc1	-13%	-4%	4%	5.2%	-5%
CCC(O)CNC(=O)CCc1nnc(C2(c3ccc(Cl)cc3)CCC2)o1 (stereo not drawn)	-2%	1%	22%	0.6%	7%
Cc1c2c(cc3c1[nH]c1ccccc13)C=NCC2	/	-18%	/	4.1%	/
O=C(Nc1ccccc1)c1nn(-c2ccccc2)c(=O)cc1C(F)(F)F	-6%	5%	6%	0.5%	-4%
C=CCn1c(COc2ccc(Cl)cc2)nnc1SCC(=O)NCC(=O)OCC	14%	-2%	-4%	4.0%	0%
CC(C)CC1NC(C(=O)O)Cc2c1[nH]c1ccccc21 (stereo not drawn)	14%	-3%	-7%	13%	7%
COC(=O)c1ccccc1NC(=O)NCc1ccccn1	19%	0%	-6%	4.7%	-3%
Cc1cccc(NC(=O)CSCC(=O)N(C)Cc2ccc3c(c2)OCCO3)c1	/	2%	/	2.8%	/
CCOC(=O)c1cccc(NC(=O)CCS(=O)(=O)c2cccc3nsnc23)c1	28%	5%	-5%	0.2%	3%
O=C(NC1CCN(Cc2ccccc2)CC1)C1CCN(S(=O)(=O)c2cccc([N+](=O)[O-])c2)CC1	-5%	-10%	10%	0.3%	1%
CCOC(=O)CCc1c(C)nc(-n2[nH]c(C)c(CCO)c2=O)[nH]c1=O	-3%	-1%	3%	2.0%	9%
CCOC(=O)N1CCN(C(=O)CSc2nc3c(c(=O)n2-c2ccccc2OC)SCC3)CC1	-2%	0%	3%	6.3%	-3%
CC(C)(C)NC(=O)c1ccc(NC(=O)C2COc3ccccc3O2)cc1 (stereo not drawn)	/	-1%	-1%	7.8%	/
COc1ccccc1CCNC(=O)C1(C)CC1(Cl)Cl (stereo not drawn)	-5%	-1%	9%	i	2%
O=C(Nc1ccnc(=O)[nH]1)c1sc2ccccc2c1Cl	0%	-7%	7%	1.6%	-6%
COc1cc(CNCCO)ccc1OC1CCCC1	0%	4%	7%	3.4%	1%
COC(=O)C(NNc1ccccc1)(NC(=O)c1ccccc1F)C(F)(F)F (stereo not drawn)	-3%	6%	-19%	6.1%	8%
O=C(Nc1nnc(Cc2ccccc2F)s1)c1ccccc1Cl	-7%	-6%	-2%	0.8%	-8%
CCOC(=O)C1C(=O)CC(C)(O)C(C(=O)OCC)C1c1cccs1 (stereo not drawn)	5%	7%	-4%	1.4%	1%
CCN(c1ccccc1)S(=O)(=O)c1cc(C(=O)NCC(c2ccc(OC)cc2)N(C)C)ccc1C (stereo not drawn)	/	-9%	/	i	/
O=C(c1cc(S(=O)(=O)N2CCOCC2)ccc1Cl)N1CCN(c2ccccn2)CC1	-15%	-5%	1%	0.8%	-6%
Cc1csc(NC(=O)CSc2nnc(NC(=O)COc3ccc(Cl)cc3)s2)n1	-8%	0%	3%	2.2%	0%
COc1ccc2[nH]c(=O)c(C(c3nnnn3C(C)(C)C)N(Cc3ccco3)CC3CCCO3)cc2c1 (stereo not drawn)	44%	5%	-4%	i	12%
CCN(CC)CCNC(=O)C1(O)c2cc(Br)ccc2NC(=O)N1c1ccc(Cl)cc1 (stereo not drawn)	-7%	-14%	6%	0.1%	-1%
CN(CC(=O)Nc1ccc(Cl)c(S(=O)(=O)N2CCOCC2)c1)C(=O)c1ccc(C#N)cc1	11%	-10%	/	3.3%	-3%
Cc1cc(C)cc(-n2nnn(C3C/C(=N/NC(N)=S)C4OCC3O4)c2=S)c1 (stereo not drawn)	60%	6%	15%	3.3%	-1%
CC(=O)Nc1ccc(SCC(=O)c2cc(C)n(Cc3cccs3)c2C)cc1	5%	7%	-7%	1.1%	2%
O=C(NCCCN=C1NS(=O)(=O)c2ccccc21)c1ccccc1Cl	2%	-8%	7%	0.5%	-12%
Cc1cccc(C)c1NC(=O)C(C)N1CCCCC1 (stereo not drawn)	-10%	2%	4%	i	7%
CC(=O)Nc1ccc(N2C(=O)C3C4C=CC(CC4)C3C2=O)cc1 (stereo not drawn)	-12%	-3%	7%	i	-1%
O=C(/C=C/c1cc[n+](CC(=O)c2ccc3cccc4c3c2CC4)cc1)c1ccc2cccc3c2c1CC3	?	3%	3%	i	-1%
c1ccc(-c2ccc(Oc3cc(N4CCOCC4)nc(-c4ccccc4)n3)cc2)cc1	-18%	-4%	13%	i	7%
CN(C)C(/C=C/Nc1ccc(C#N)cc1)=C(C#N)C#N	36%	11%	10%	i	1%
O=C(Cn1c(SCc2ccccc2)nc2ccccc21)N1CCOCC1	-13%	-4%	-2%	4.7%	2%
COc1ccc(NC(=O)CSc2nc3ccccc3c(=O)[nH]2)cc1S(N)(=O)=O	-8%	5%	/	1.4%	-3%
COc1ccc(CCNCc2ccc(OC)c(OC)c2OC)cc1	17%	-6%	-4%	0.3%	1%
COC(=O)c1cc2ccsc2n1CC(=O)N(C)C1CCCCC1	4%	18%	-4%	7.2%	3%
COc1ccccc1NS(=O)(=O)c1cc([N+](=O)[O-])ccc1N/N=C/c1c(C)[nH]c2ccccc12	22%	5%	5%	i	0%
CCN1CCN(C(=O)c2ccc3c(=O)n(CCc4ccccc4)c(=O)[nH]c3c2)CC1	9%	2%	3%	0.6%	-2%
CN(C)S(=O)(=O)c1ccc(-c2csc(N/N=C/c3ccc(O)cc3)n2)cc1	18%	5%	4%	i	-4%
Cc1ccc(S(=O)(=O)N2CCOC2CNC(=O)C(=O)NCc2cccnc2)cc1 (stereo not drawn)	-19%	0%	1%	0.5%	1%	VEEV TC-83 Vero 10K pilot screen=1.6
COc1ccc(N2Cc3ccccc3C2=O)cc1	28%	0%	5%	i	2%
COc1cccc(-c2cc(C(=O)Nc3cccnc3)no2)c1	63%	9%	-1%	8.5%	13%
O=C(OCC(=O)N1CCCC1)c1cc(F)c(F)cc1Cl	?	-6%	1%	2.5%	?
C/C(=N\NC(=O)c1ccc(C)cc1)c1c(C)[nH]n(-c2ccccc2)c1=O	?	-4%	9%	9.7%	7%
COC(=O)CC1COc2ccccc2N1C(=O)c1cc(OC)c(OC)c(OC)c1 (stereo not drawn)	7%	-15%	-11%	i	6%
COc1ccc(/C=C(\C#N)C(=O)NC(C)c2ccccc2)cc1O (stereo not drawn)	-5%	5%	-6%	1.8%	22%
COc1ccc(OC)c(NC(=O)NCc2cccnc2)c1	-1%	-10%	2%	i	-4%
Cc1c(-c2ccco2)[n+](=O)c2c(n1[O-])CCC2	-15%	5%	4%	1.5%	-9%
CCOC(=O)C1(C)NC(c2ccc(OC)cc2OC)C2C(=O)N(CC)C(=O)C21 (stereo not drawn)	7%	-3%	10%	13%	6%
Cc1cc(N2CCN(c3ccccc3)CC2)nc(N2CCOCC2)n1	10%	21%	0%	i	4%
Cc1nn(Cc2ccc(Cl)cc2Cl)c(Cl)c1C(=O)NC1CCCc2ccccc21 (stereo not drawn)	-9%	-4%	12%	6.4%	0%
CC(C)c1nc2n[nH]c(N)c2c2c1CCC2	0%	1%	2%	0.6%	-2%

(further entries)
SMILES	tuberculosis growth	H1N1 NS1A inhibition	PhoP GFP inhibition	VEEV TC-83 Vero	H37Rv inhibition	others
CCOC(=O)c1[nH]c2ccc(F)cc2c1NC(=O)C1=COCCO1	-9%	1%	6%	0.2%	-7%
N#Cc1ccccc1S(=O)(=O)c1ccccc1C(=O)Nc1ccccc1	-3%	0%	-16%	0.8%	0%	VEEV TC-83 Vero 10K pilot screen=1.0
Cc1ccccc1Cc1ccc(Cl)nn1	-9%	7%	-4%	0.5%	-1%
O=C(COc1ccc(S(=O)(=O)NC2CCCCC2)cc1Cl)Nc1ccc2c(c1)OCO2	9%	6%	-1%	0.5%	-4%	VEEV TC-83 Vero 10K pilot screen=1.8
Cc1ccccc1OCCC(=O)OCC(=O)N(C)c1c(N)n(Cc2ccccc2)c(=O)[nH]c1=O	1%	-7%	-4%	0.6%	2%
CCc1ccccc1NC(=O)CN1CCN(C(=O)C2CCN(C(=O)/C=C/c3ccccc3)CC2)CC1	35%	-5%	/	1.6%	-9%
NS(=O)(=O)c1ccc(NC(=O)COC(=O)CN2C(=O)C3CC=CCC3C2=O)cc1 (stereo not drawn)	2%	-9%	/	2.2%	-22%

Not a hit list; any-hit rate near 1.4%.
